From PubChem BioAssay
Fam108B counter: Fam108B inhibition, counter-screen for RBBP9 inhibitors | recombinant Fam108B, FP-Rh probe fluorescence polarization | inhibition, % at 9.51 µM | AID 1947 | 300,000 tested, 0.33% active;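 active = inhibition above the screen mean inhibition plus 3 SD, computed separately per campaign, cut at about 18% in these data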;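 note: inhibitors lower polarization as less probe binds the enzyme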
Efflux pump inh: inhibitors of Candida antifungal efflux pumps expressed in yeast | inhibition, % at 10 µM | S. cerevisiae Candida pump triplex, Nile Red efflux | 330,000 tested, 0.44% active | AID 485275;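 active = plate passing quality check with inhibition over a set limit, or well fluorescence over plate mean plus 4 SD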;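 note: Nile Red retained in pooled yeast measured as flow cytometry median fluorescence; 0% = buffer negative control and 100% = Enniatin B positive control; higher means more Nile Red kept so more efflux inhibition; some compounds called inactive have numbers as strong as hits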
MEX-5 binding: C. elegans MEX-5 TCR-2 RNA binding activity; Q9XUB2; MEX-5/FITC-TCR2 RNA binding, fluorescence polarization; active compounds read low; activity score (negative = inhibition of binding), % at 10 µM; 300,000 tested, 0.38% active; AID 1832;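 active = inhibition past about -25% in most replicates, and total fluorescence under double the plate's negative control median, limit read from the data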;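 note: 0% = DMSO and -100% = 5 µM competing unlabeled TCR2 RNA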
Target sequence (Q9XUB2 whole entry, looked up): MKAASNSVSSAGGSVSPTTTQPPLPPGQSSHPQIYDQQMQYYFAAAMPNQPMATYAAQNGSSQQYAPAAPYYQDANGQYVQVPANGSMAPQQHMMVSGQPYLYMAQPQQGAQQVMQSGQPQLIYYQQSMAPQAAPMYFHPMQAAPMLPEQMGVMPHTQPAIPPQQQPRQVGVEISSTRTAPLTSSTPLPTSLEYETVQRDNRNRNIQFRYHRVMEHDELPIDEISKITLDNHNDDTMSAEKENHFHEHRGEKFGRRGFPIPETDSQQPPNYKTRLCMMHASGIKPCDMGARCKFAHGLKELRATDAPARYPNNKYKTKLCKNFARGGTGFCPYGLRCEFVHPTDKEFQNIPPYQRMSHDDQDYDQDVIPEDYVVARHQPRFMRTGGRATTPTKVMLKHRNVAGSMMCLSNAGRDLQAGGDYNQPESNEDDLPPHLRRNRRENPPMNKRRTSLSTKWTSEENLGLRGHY
EBNA-1 inhibitor: blocks EBNA-1 binding to DNA. EBNA-1 DNA binding, fluorescence polarization. inhibition, % at 14.8 µM. 300,000 tested, 0.34% active; in the data active = inhibition above about 28%
Bcl-xL primary: Bcl-xL (human) inhibition; Q07817; GST-Bcl-xL / FITC-Bim BH3 peptide fluorescence polarization; inhibition, % at 10.9 µM; 320,000 tested, 0.7% active; AID 2129;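 active = inhibition above the mean of all tested compounds plus 3 SD, cutoff set per campaign, cut at about 30% in these data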;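 note: 0% = DMSO wells and 100% = unlabeled Bim-BH3 peptide competitor; inhibitors lower millipolarization by displacing the labeled peptide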
GLD-1 TGE inh: GLD-1-TGE RNA interaction inhibition (C. elegans); Q17339; purified GLD-1 + fluorescein TGE RNA, fluorescence polarization; inhibition, % at 5.96 µM; 320,000 tested, 0.44% active;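 active = percent inhibition above a per-plate cutoff, the plate mean of test compounds plus 3 SD, cut at about 30% in these data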;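 note: 0% = DMSO wells with GLD-1 and probe and 100% = wells lacking GLD-1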
MCL1-BIM inh: inhibitors of human MCL1 binding to BIM-BH3 peptide; GST-MCL1 / FITC-Bim-BH3 fluorescence polarization; Q07820; inhibition, % at 10.9 µM; 320,000 tested, 0.68% active; AID 2057;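 active = inhibition above the mean inhibition of all tested compounds plus 3 SD, set per campaign, cut at about 40% in these data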;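 note: 0% = DMSO wells and 100% = unlabeled Bim-BH3 peptide control; higher means more loss of mP so more displacement of Bim peptide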
Target sequence (Q07820 whole entry, looked up): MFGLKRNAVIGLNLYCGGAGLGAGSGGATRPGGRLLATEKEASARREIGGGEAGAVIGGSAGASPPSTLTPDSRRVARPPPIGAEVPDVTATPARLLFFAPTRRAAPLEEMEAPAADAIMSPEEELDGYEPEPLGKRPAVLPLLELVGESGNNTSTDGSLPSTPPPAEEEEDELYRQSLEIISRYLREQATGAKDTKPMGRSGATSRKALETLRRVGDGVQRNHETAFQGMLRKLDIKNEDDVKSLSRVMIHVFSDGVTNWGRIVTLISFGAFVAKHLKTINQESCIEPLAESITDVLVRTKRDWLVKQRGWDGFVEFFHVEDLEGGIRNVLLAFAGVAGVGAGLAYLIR
CR mimetic SO: caloric restriction mimetics inhibiting age-related superoxide in yeast; S. cerevisiae aged cells, superoxide DHE fluorescence; active compounds read low; superoxide response (% of plate mean), % at 10 µM; 330,000 tested, 0.18% active; AID 2690;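 active = superoxide response under a set limit, about three screen SD below normal, cut at about 65% in these data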;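 note: yeast aged for seven days with compound at 30 °C before DHE staining; 100% = average MFI of all compound-treated wells on the plate with controls excluded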
ZTA DNA inh: ZTA (EBV) inhibition in EBNA-1 counter-screen | P03206 | ZTA-DNA binding, fluorescence polarization | inhibition, % at 11 µM | 320,000 tested, 0.15% active; in the data active = inhibition above about 33%
Target sequence (P03206 whole entry, looked up): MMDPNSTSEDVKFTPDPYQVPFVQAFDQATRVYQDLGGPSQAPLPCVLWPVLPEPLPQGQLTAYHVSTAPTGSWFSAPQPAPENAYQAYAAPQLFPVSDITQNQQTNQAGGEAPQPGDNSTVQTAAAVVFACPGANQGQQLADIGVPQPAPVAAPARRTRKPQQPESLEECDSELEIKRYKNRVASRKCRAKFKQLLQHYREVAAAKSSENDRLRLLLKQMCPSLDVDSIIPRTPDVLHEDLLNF
* = called active by the depositor; nt = no result given.

SMILES	Fam108B counter	Efflux pump inh	MEX-5 binding	EBNA-1 inhibitor	Bcl-xL primary	GLD-1 TGE inh	MCL1-BIM inh	CR mimetic SO	ZTA DNA inh
Cc1ccc(CN2CC(C(=O)N3CCN(S(=O)(=O)c4cccc(F)c4)CC3)CC2=O)cc1 (centres undefined)	3	0.1	-3.5	-4	-10	3	-9	135	9
CC(=O)c1ccc(OCC(O)CN2CCN(S(=O)(=O)c3c(C)c(C)cc(C)c3C)CC2)cc1 (centres undefined)	1	0.1	0.4	8	0	-5	1	111	10
FC(F)(F)c1ccc(/C=N/N2CCN(Cc3ccccc3)CC2)cc1	1	0.3	2.1	-2	3	-3	-11	103	-6
CC(CCCCC(=O)Nc1ccc(C(F)(F)F)cc1)NCCc1cnc[nH]1 (centres undefined)	-6	0.1	4.1	-1	-1	4	2	88	17
O=C1CC(NCC2CCCO2)C(=O)N1c1ccc(F)cc1 (centres undefined)	4	-0.1	-0.4	14	9	1	8	96	1
O=S(=O)(c1ccccc1)c1nc(NC2CC2)sc1Cl	1	0.0	-0.5	1	3	5	1	97	13
CN(CC(=O)NCCc1ccc(F)cc1)Cc1cccs1	-1	-0.1	1.0	-2	3	-1	6	99	8
CCOP(=O)(c1ccccc1)c1nc(-c2ccccc2C)oc1N1CCCCC1 (centres undefined)	0	0.2	-1.2	0	5	-2	11	91	-20
CCN(CC)c1ccc(C2C(C(=O)OC)=C(C)NC(C)=C2C(=O)OC)cc1	-1	-0.1	0.0	-4	4	5	2	79	-9
CC(C)CN(C(=O)Cn1c(=O)cnc2ccccc21)C1CCS(=O)(=O)C1 (centres undefined)	0	0.0	1.6	0	5	6	1	77	5
Cn1c(=O)c2c(SCC(=O)N3CCOCC3)nc(-c3ccccc3F)nc2n(C)c1=O	1	-0.3	2.4	15	1	9	2	103	14
CCOC(=O)/C=C1\Nc2ccccc2OC1=O	1	0.0	-1.9	-1	6	12	7	80	2
COc1ccc(/C=N/n2c(=O)[nH]c3c([nH]c4ccc(Cl)cc43)c2=O)cc1CN1CCCCC1	-1	0.1	-0.6	14	7	2	-4	96	-4
O=C(NC1CCCC1)C1CCCN(S(=O)(=O)c2ccc(F)cc2)C1 (centres undefined)	3	0.0	-0.3	2	2	6	7	104	-10
CSc1ccc(Cl)c(C(=O)Nc2nccs2)c1	-1	-0.1	-3.7	10	3	10	-2	103	-10
CC(OC(=O)c1snc(C(=O)NC2CCCCC2)c1N)C(=O)NC(C)(C)C (centres undefined)	0	0.1	-0.8	-1	9	6	7	94	-2
CC1C2NC(=O)N(Cc3ccccc3)C1(C)Oc1ccccc12 (centres undefined)	2	-0.5	1.9	13	-2	-1	3	104	-4
CCOC(=O)c1cc2c(=O)n3ccccc3nc2n(Cc2ccco2)c1=NC(=O)c1ccc(OC)cc1OC	6	0.3	-0.5	-2	49*	19	52*	116	8
CC1CCCN(CCC(=O)Nc2ccc(Br)cc2)C1 (centres undefined)	-3	-0.1	0.4	-19	-4	10	-6	119	-9
CC1(C)C(=O)Nc2ccccc2N1C(=O)CN1C(=O)NC(CCc2ccccc2)C1=O (centres undefined)	3	0.0	-1.8	-6	0	2	-2	105	-1
CN(C(=O)CSc1nnc(-c2ccc(Cl)cc2)n1CC1CCCO1)C1CCS(=O)(=O)C1 (centres undefined)	-1	0.0	1.7	11	-5	2	-6	94	-7
Cc1ccc2c(c1)N(CC(=O)NC1CCCC1)C(=O)C(C)O2 (centres undefined)	1	0.0	-2.3	-7	3	2	6	104	-29
COc1cc(OC)c(CNC2CCCCCC2)cc1Br	-2	-0.1	1.0	-10	7	9	3	112	-10
CCOC(=O)c1cccc(NC(=O)CNS(=O)(=O)c2cccs2)c1	10	0.0	-1.3	-6	1	4	-3	98	-9
O=C(COc1ccccc1)Nc1ccc(S(=O)(=O)NCc2ccco2)cc1	0	-0.2	-0.7	8	6	1	17	90	-12
SMILES	Fam108B counter	Efflux pump inh	MEX-5 binding	EBNA-1 inhibitor	Bcl-xL primary	GLD-1 TGE inh	MCL1-BIM inh	CR mimetic SO	ZTA DNA inh
CCn1c(SCC(=O)Nc2cc(NC(C)=O)ccc2OC)nnc1-c1ccccn1	1	0.0	-3.7	4	-2	5	-4	122	0
O=C(CSc1nc2ccccc2n1-c1ccccc1)Nc1ncc(Cl)cc1Cl	5	0.1	0.6	-4	8	8	9	100	-4
COc1ccc(CNC(=O)CN(C(=O)c2csnn2)c2cccc(F)c2)cc1	1	-0.2	-1.0	12	10	-2	3	100	-8
C=CCOc1c(CNc2ccc(S(N)(=O)=O)cc2)cccc1OC	0	-0.1	0.2	-3	-5	0	-7	106	4
O=C(CN1CCOCC1)Nc1c2c(nc3c1CCC3)CCC2	4	0.1	-3.5	-12	-5	-5	-12	93	-5
Cc1ccc(C(=O)N/C(=C/c2cccs2)C(=O)N2CCCCCC2)cc1	-6	0.4	-2.8	-7	-2	0	-7	111	-9
O=C(c1ccco1)N1CCN(c2ccc([N+](=O)[O-])cn2)CC1	0	1.7	-0.5	0	3	1	6	79	9
CC1CC(=O)Nc2ccccc2N1S(=O)(=O)c1cccc(F)c1 (centres undefined)	0	0.1	2.1	-9	6	5	9	112	2
COC(=O)c1cc(-c2c(C)oc3cc(O)ccc3c2=O)c(C)o1	-1	0.0	-0.3	-1	2	6	2	114	-7
O=C(NCC(c1cccnc1)N1CCN(c2ccc(F)cc2)CC1)c1ccc(F)cc1 (centres undefined)	3	-0.1	2.0	3	0	2	5	93	6
O=C(NCc1ccccc1)c1ncn[nH]1	0	-0.1	3.3	3	2	-7	-2	103	18
O=S(=O)(Cc1ccccc1)N1CCCC1	1	-0.2	1.1	5	5	5	7	102	0
Cc1ccc(C)c(Cn2c3ccccc3c3cnn(CC(=O)NCCN4CCOCC4)c(=O)c32)c1	-2	-0.1	0.7	-5	0	4	-3	101	-25
CCOC(=O)CSc1nnc(CNC(=O)c2cc(OC)c(OC)c(OC)c2)n1C	-1	-0.1	0.8	2	4	3	6	106	4
Cc1cc(C)n(CCNC(=O)CC2C(=O)NCCN2CC2CCCCC2)n1 (centres undefined)	2	0.1	-3.6	-5	9	17	11	117	-21
Cc1onc(-c2ccccc2Cl)c1C(=O)N1CCN(S(=O)(=O)c2ccc(F)c(F)c2)CC1	2	0.1	-0.3	3	6	-2	1	122	-4
COC1CCCCC1Nc1cc(C)cc(C)c1 (centres undefined)	0	-0.2	-1.8	-9	2	4	3	96	-14
O=C(CSC1=NS(=O)(=O)c2ccccc2N1)Nc1ccccc1F	-1	0.0	-3.5	6	4	-4	3	100	6
Cc1ccc(Cn2ncc3c(N4CCN(C)CC4)ncnc32)cc1	-4	0.0	-1.7	-11	1	-2	0	95	-11
Cc1cc(C)c2cc(CN(CCO)C(=O)Nc3ccc(Cl)cc3)c(=O)[nH]c2c1	-4	-0.2	-2.6	2	2	-1	-1	116	12
CC(C)c1nnc(NC(=O)CSc2nc3ccccc3[nH]2)s1	1	-0.1	-0.3	5	-7	-2	-9	94	-7
OC(c1ccc(Cl)cc1)c1nccc2ccccc12 (centres undefined)	-2	0.1	3.0	-15	4	-2	-14	103	-15
CCOC(=O)C1(Cc2ccc(OC)cc2)CCN(C(=O)c2ccoc2C)CC1	0	0.0	-0.1	4	-3	-7	-5	101	7
CC(OC(=O)c1cc(=O)[nH]c2ccccc12)C(=O)c1ccccc1 (centres undefined)	-2	-0.1	2.0	-4	-2	1	143*	102	-5
COc1cc(Cl)c(C)cc1NC(=O)CSC	1	-0.1	-0.6	1	3	-1	12	104	-2

Single records (already shown).
Record of `Cc1ccc(C(=O)N/C(=C/c2cccs2)C(=O)N2CCCCCC2)cc1` = Fam108B counter = -6; Efflux pump inh = 0.4; MEX-5 binding = -2.8; EBNA-1 inhibitor = -7; Bcl-xL primary = -2; GLD-1 TGE inh = 0; MCL1-BIM inh = -7; CR mimetic SO = 111; ZTA DNA inh = -9
Record of `CSc1ccc(Cl)c(C(=O)Nc2nccs2)c1` = Fam108B counter = -1; Efflux pump inh = -0.1; MEX-5 binding = -3.7; EBNA-1 inhibitor = 10; Bcl-xL primary = 3; GLD-1 TGE inh = 10; MCL1-BIM inh = -2; CR mimetic SO = 103; ZTA DNA inh = -10

(listing goes on)
SMILES	Fam108B counter	Efflux pump inh	MEX-5 binding	EBNA-1 inhibitor	Bcl-xL primary	GLD-1 TGE inh	MCL1-BIM inh	CR mimetic SO	ZTA DNA inh
COC(=O)CCCC1=CC2=C(c3ccccc3)C(=O)C(C)(OC(=O)C3CCCC3)C(=O)C2=CN1CCc1c[nH]c2ccccc12 (centres undefined)	5	-0.1	-5.0	3	4	0	-8	102	15
COc1cc(SC)ccc1C(=O)Nc1ccc(Cl)cn1	-2	0.3	-2.2	5	4	5	1	97	7
C#CCOCCOCCOCCNc1nc(N2CCOCC2)nc(N2CCN(C(=O)[C@H](CCC(=O)O)n3cc(C(N)[C@H](C)CC)nn3)CC2)n1 (some centres undefined)	-5	0.0	-0.9	-3	5	1	5	117	-18
CC(=O)N1CC(=O)N(CC(=O)Nc2ccc(Br)cc2)C1=S	-4	0.5	-1.4	-8	-12	-1	-9	121	-1
CCOC(=O)N1CCN(CCC(=O)Nc2ccc(F)c(F)c2)CC1	-2	0.1	2.5	12	2	2	3	109	-2
O=C(CC1CCCCC1)NCCS(=O)(=O)N1CCN(c2ccccc2)CC1	-1	-0.1	-0.5	-6	-1	4	-8	64*	-14
CCC(=NCc1ccc(Cl)c(Cl)c1)c1nc(-c2ccco2)oc1O	2	0.4	1.5	-2	6	4	8	110	8
O=C1COc2ccc(C(=O)/C=C/c3ccccc3)cc2N1	-6	0.0	0.0	-5	1	-7	-3	96	6
COc1ccc(CN(C)C(C)C(=O)NC2CCCc3ccccc32)cc1 (centres undefined)	-2	0.0	-2.2	-9	-1	-4	-2	115	1
COc1ccccc1OCc1ccc(C(=O)Nc2ccncc2)o1	5	0.2	0.4	-1	6	6	8	77	-10
Cc1ccc(N(CCC(=O)O)S(=O)(=O)c2ccc(C)cc2)cc1	4	-0.2	0.3	13	-1	-1	3	96	-14
Cc1c(NC(=O)c2ccc(S(=O)(=O)N3CCOCC3)cc2)cccc1[N+](=O)[O-]	1	0.1	-0.9	-5	2	-1	-2	103	-3
N#C/C(=C1/CCCCCN1)c1nnc2n1CCCCC2	-2	0.1	0.8	-10	-1	1	-4	96	-5
Cc1nc2ccccc2n1CC(=O)OCC(=O)NCc1ccccc1	-3	-0.1	-5.4	-4	6	3	-3	97	-7
CCCS(=O)(=O)c1c(S(=O)(=O)CCC)c2c(C)cccn2c1C(=O)OC	0	0.0	-0.3	2	-1	1	6	89	3
CC(=O)Oc1ccc(C2(C)CC(C)(C)Oc3cc(OC(C)=O)ccc32)c(OC(C)=O)c1 (centres undefined)	0	0.2	-2.3	3	1	8	2	98	-2
Cc1ccc(C)c(S(=O)(=O)N2CCN(C(=O)c3sccc3C)CC2)c1	1	-0.1	1.2	-4	7	6	-1	101	-5
NS(=O)(=O)c1ccc(CNC(=O)/C=C/c2cccc(Cl)c2)cc1	4	-0.1	-2.0	2	2	-1	4	97	-11
COc1ccc(OCCCC(=O)Nc2cc(Cl)ccc2-n2cncn2)cc1	1	0.1	-2.9	-14	-6	-1	-7	99	0
Cc1ccc(C(=O)COc2ncnc3cc(Cl)ccc23)cc1	4	-0.1	0.9	-3	4	-7	2	97	3
CCC(=O)c1ccc(OCC(=O)OCC(=O)N2c3ccccc3NC(=O)C2(C)C)cc1	-1	-0.1	1.7	12	1	6	3	104	3
Cc1ccc(C)c(NC(=S)N2CCN(c3ccccn3)CC2)c1	-1	0.4	-1.2	-3	6	4	18	99	-15
COc1cc(/C=N/NC(=O)c2cccnc2)cc2c1OCO2	0	0.0	0.1	-1	1	7	8	82	12
Cc1ccc(C2(C)NC(=O)N(CC(=O)N3CCN(C(=O)c4cccs4)CC3)C2=O)cc1 (centres undefined)	nt	-0.1	nt	nt	1	8	0	100	-4
